AHR act = activates the human aryl hydrocarbon receptor | activation, % at 5 µM | 2.5% of 320,000 active | AHR-responsive luciferase reporter cells, luminescence; in the data active means activation above about 47%;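 further: 0% = vehicle wells and 100% = reference agonist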
PP5 inh = PP5 (human) phosphatase inhibition | P53041 | AID 1987 | purified PP5c, OMFP substrate fluorescence | inhibition, % at 6.7 µM | 0.18% of 320,000 active;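 active means inhibition above the campaign's mean inhibition across all tested compounds plus 3 SD, cut at about 9.5% in these data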;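 further: 0% = DMSO only and 100% = 100 µM cantharidin control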
Target sequence (P53041 whole entry, looked up): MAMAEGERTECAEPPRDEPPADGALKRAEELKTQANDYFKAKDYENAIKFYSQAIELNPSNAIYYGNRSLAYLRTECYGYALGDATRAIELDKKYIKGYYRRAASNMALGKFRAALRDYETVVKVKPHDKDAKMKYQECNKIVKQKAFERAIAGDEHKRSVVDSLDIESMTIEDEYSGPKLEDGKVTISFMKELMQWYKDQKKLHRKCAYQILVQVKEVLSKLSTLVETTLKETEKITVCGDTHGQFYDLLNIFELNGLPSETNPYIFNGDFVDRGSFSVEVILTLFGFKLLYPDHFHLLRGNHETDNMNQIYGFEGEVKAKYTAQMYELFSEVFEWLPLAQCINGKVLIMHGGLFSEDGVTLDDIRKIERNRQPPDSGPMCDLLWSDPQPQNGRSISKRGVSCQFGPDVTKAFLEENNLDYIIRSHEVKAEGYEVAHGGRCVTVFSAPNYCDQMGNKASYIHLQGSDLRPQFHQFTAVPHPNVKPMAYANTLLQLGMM
PP1 counter = PP1-alpha (human) inhibition in PP5 counter-screen | P62136 | purified PP1alpha, OMFP fluorescence | inhibition, % at 6.7 µM | 0.9% of 320,000 active;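 active means inhibition above the mean inhibition of all tested compounds plus 3 SD, computed separately for each screening campaign, cut at about 15% in these data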
Target sequence (P62136 whole entry, looked up): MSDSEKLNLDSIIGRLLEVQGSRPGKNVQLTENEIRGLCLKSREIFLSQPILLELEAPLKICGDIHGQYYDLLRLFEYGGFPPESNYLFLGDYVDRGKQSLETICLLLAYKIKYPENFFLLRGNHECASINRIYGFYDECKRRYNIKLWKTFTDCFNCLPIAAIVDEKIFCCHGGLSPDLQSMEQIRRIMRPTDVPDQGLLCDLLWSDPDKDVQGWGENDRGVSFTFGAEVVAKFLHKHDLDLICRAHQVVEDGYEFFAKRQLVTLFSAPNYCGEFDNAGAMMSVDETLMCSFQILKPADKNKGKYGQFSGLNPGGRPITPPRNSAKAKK
proCasp3 act = procaspase-3 (human) activation | P42574 | recombinant procaspase-3 D3A, Ac-DEVD-pNA absorbance 405 nm | activation, % at 8.5 µM | 0.11% of 330,000 active | AID 463141;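 active means activation above the mean of all tested compounds plus 3 SD, cut at about 21% in these data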;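 further: 0% = DMSO alone and 100% = DMSO wells spiked with extra 5 µM PC-3 D3A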
Target sequence (P42574 whole entry D9A/D28A/D175A): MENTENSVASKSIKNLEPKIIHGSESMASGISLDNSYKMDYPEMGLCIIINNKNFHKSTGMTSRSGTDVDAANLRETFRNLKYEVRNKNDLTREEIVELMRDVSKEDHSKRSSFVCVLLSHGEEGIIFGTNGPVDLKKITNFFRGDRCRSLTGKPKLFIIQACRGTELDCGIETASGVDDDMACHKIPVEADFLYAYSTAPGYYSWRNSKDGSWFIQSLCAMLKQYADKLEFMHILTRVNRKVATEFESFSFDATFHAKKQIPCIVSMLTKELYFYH
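System: Procaspase-3 D3A mutant. Medium: Zinc-free 300 mM NaCl, 50 mM HEPES, 0.01% Triton X-100. Schedule: 1 h preincubation plus 2 h reaction at 25 °C. Measured by: 405 nm absorbance of p-nitroaniline, reads at 0 and 120 min. Read-out: percent activation relative to control range.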
Fh CTSL1 inh = cathepsin L1 inhibition, PFM18AAP counter-screen; recombinant F. hepatica cathepsin L1, Z-Leu-Arg-MCA fluorescence; inhibition, % at 5.96 µM; 0.49% of 300,000 active;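 active means inhibition above the mean of all tested compounds plus 3 SD, set per screening campaign, cut at about 17% in these data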;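 further: 0% = plate median of test compound wells and 100% = 1 µM Z-Phe-Ala-diazomethylketone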
proCasp7 act = counter-screen for procaspase-3 activators: activators of human procaspase-7; P55210; recombinant procaspase-7, Ac-DEVD-pNA absorbance 405 nm; D23A/D198A/D206A triple mutant, cannot self-cleave; scale: DMSO 0, 5 µM enzyme 100; activation, % at 8.5 µM; 0.093% of 330,000 active; AID 463210;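 active means percent activation above the screen-wide mean plus 3 SD, cut at about 25% in these data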
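Assay system: Uncleavable procaspase-7 mutant enzyme / Input: 2 µM procaspase-7 mutant as dispensed / Dosing: single nominal 8.5 µM compound dose, 0.8% DMSO final / Timing: 1 h enzyme–compound preincubation and 2 h substrate reaction, both 25 °C / Detection: p-Nitroaniline absorbance at 405 nm, read at 0 and 120 min / Replication: singlicate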
TPT1 inh = inhibitors of Candida albicans tRNA 2'-phosphotransferase TPT1. inhibition, % at 5 µM. 0.81% of 300,000 active. recombinant caTPT1, FP RNA substrate dephosphorylation;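 active means inhibition above the mean of all tested compounds plus 3 SD, set per screening campaign, cut at about 24% in these data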;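 further: plate controls were DMSO alone for no effect and ferristatin control at 100 nM for full effect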
PAFAH2 inh = PAFAH2 (human) inhibition | Q99487 | recombinant PAFAH2, FP-rhodamine activity probe, fluorescence polarization | inhibition, % at 3.39 µM | 0.99% of 340,000 active;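 active means inhibition above the mean over all tested compounds plus 3 SD, cut at about 30% in these data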;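 further: inhibitors block probe labeling of enzyme so polarization drops; 0% = enzyme with DMSO and 100% = wells lacking PAFAH2 protein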
core dimer inh = HCV core protein dimerization inhibition; AID 1899; inhibition, % at 5 µM; 0.33% of 300,000 active; TR-FRET GST/Flag-core106 dimerization, 1536-well;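 active means inhibition above the mean of all tested compounds plus 3 SD, set per screening campaign, cut at about 45% in these data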
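System: GST/Flag-tagged HCV core106 proteins. Incubation: compound-protein-antibody incubation 4 h at 22.5 °C. Technique: HTRF with 340 nm excitation, 617/671 nm emission. Medium: KF-containing HEPES buffer, pH 7.45, DTT, CHAPS, BSA. Read-out: inhibition (%) from 671 over 617 nm ratio. Also added: Eu(K)-anti-GST 90 ng/mL plus XL665-anti-Flag 1 µg/mL.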
Starred values were filed as active, the others as inactive; . = no result given.

SMILES | AHR act | PP5 inh | PP1 counter | proCasp3 act | Fh CTSL1 inh | proCasp7 act | TPT1 inh | PAFAH2 inh | core dimer inh
CCOc1c(Br)cc(C(N)=O)cc1OC | 4.3 | 3.6 | 3.6 | -4.5 | -0.3 | 5.6 | -5.1 | 6.7 | -3.3
O=C(CSc1n[nH]c(-c2ccco2)n1)N1c2ccccc2Sc2ccccc21 | 1.8 | -0.9 | -0.9 | -11.8 | -0.9 | 0.3 | 4.3 | 3.6 | 8.4
O=C(Nc1ccccc1Cl)N1CCN(c2ccc3nnc(-c4ccc(F)cc4)n3n2)CC1 | 1.4 | 1.3 | 0.9 | -4.6 | 5.1 | 1.1 | -1.1 | -0.9 | 4.0
COc1ccc(-n2c(Cc3cc(=O)[nH]c(=O)[nH]3)nnc2SCC(=O)NC2CCCC2)cc1 | 1.4 | -1.0 | -1.3 | 3.1 | 3.4 | -5.0 | -4.5 | -9.8 | -0.9
CCn1c(SCC(=O)NNC(=O)c2ccc(C)cc2)nnc1-c1ccncc1 | 4.6 | 1.2 | 2.2 | -0.5 | -4.8 | -11.8 | -4.8 | 6.8 | -13.7
CCC(C)/C(C)=N/NC(=O)c1cn(-c2ccccc2)nc1-c1ccccc1 (stereo not given) | 8.0 | 2.1 | -1.6 | -6.6 | 1.3 | -4.5 | -1.2 | -3.4 | 3.8
CCCCN(C(=O)c1cccc(S(=O)(=O)N2CC(C)OC(C)C2)c1)c1c(N)n(CCCC)c(=O)[nH]c1=O (stereo not given) | -1.2 | -1.1 | -1.8 | -0.6 | 0.6 | 5.1 | -1.7 | -4.0 | 2.3
Cc1ccc(Sc2ccc(S(=O)(=O)Nc3ccc(CC(=O)O)cc3)cc2)cc1C | -1.6 | 1.8 | 8.0 | 1.1 | . | -8.2 | . | 9.2 | .
CCC(=S)/C=C1\Sc2ccccc2N1CCCS(=O)(=O)O | 0.7 | 1.6 | -1.5 | -13.1 | 4.0 | -14.2 | 1.9 | -5.8 | -3.0
Cc1c(Cc2ccccc2)c(=O)oc2cc(OCC(=O)NCC(O)c3ccccc3)ccc12 (stereo not given) | 3.4 | 2.1 | 3.3 | -5.9 | 4.0 | 1.6 | -1.9 | 0.0 | -1.1
Cc1ccc(/C=C2\SC(=O)N(CCNC(=O)C3CSC4(C)CCC(=O)N34)C2=O)cc1 (stereo not given) | 0.9 | -0.8 | -2.0 | -7.0 | -1.0 | 9.1 | 1.1 | 2.6 | 5.1
COc1ccc(/C(C)=N\NC(=O)CNC(=O)C(c2ccccc2)c2ccccc2)cc1OC | 8.9 | 1.2 | 2.4 | 3.6 | -1.6 | 8.6 | 3.1 | 7.3 | 5.9
O=C(Nc1ccc2oc(Cc3ccc(Cl)cc3)nc2c1)c1cccnc1 | -1.6 | 2.9 | 2.0 | 2.9 | -3.0 | 9.9 | -0.9 | 7.0 | -1.4
CCN(CC)S(=O)(=O)c1cccc(C(=O)N/N=C(\C)c2cccs2)c1 | 9.7 | 0.9 | -2.1 | -7.2 | -1.3 | -8.8 | 1.6 | 3.2 | -1.8
CC(=O)Nc1ccc2c(c1)C(=O)N(c1cccc(C)c1)C2=O | -0.9 | -0.8 | 9.3 | 11.2 | 1.4 | 1.9 | 0.1 | -2.2 | -1.8
COc1ccc(OC)c(NC(=O)COC(=O)C2CCC2)c1 | 0.3 | 0.1 | -2.5 | 4.8 | . | 5.5 | . | 9.0 | .
Cc1ccc2sc(N3CCN(C(=O)c4ccc([N+](=O)[O-])o4)CC3)nc2c1C | -0.7 | 0.3 | -1.5 | 8.9 | 2.1 | 1.1 | 1.1 | -3.7 | 0.5
C#CCOC(=O)C(NC(=O)c1ccccc1)=C1CCCCC1 | 6.5 | -4.2 | -1.9 | -0.6 | -3.1 | -1.7 | -1.4 | 1.3 | 0.9
COc1ccc(CNC(=O)C2CC(=O)N(c3ccc(OCC(=O)N4C(C)CCCC4C)cc3)C2)cc1 (stereo not given) | 1.5 | -0.5 | -3.4 | -4.2 | -1.3 | 7.2 | -4.7 | -2.1 | 3.1
CCOc1ncccc1C(=O)Nc1ccc(S(=O)(=O)N2CCCC2)cc1 | -0.2 | -0.2 | 1.4 | -2.8 | -0.5 | 8.7 | 1.2 | -0.1 | 2.9
CC(NC(=O)c1cc(-c2ccc(Br)cc2)on1)c1ccccc1 (stereo not given) | 13.2 | -1.1 | -5.7 | 8.3 | 5.3 | -9.9 | 2.8 | -10.8 | 3.4
CCOC(=O)N1CCN(C(=O)CS(=O)(=O)Cc2nc(-c3ccccc3F)oc2C)CC1 | -3.5 | 1.9 | -0.8 | -1.9 | -1.7 | -1.4 | -2.9 | -1.3 | -4.2
O=C1/C(=C/c2ccc([N+](=O)[O-])cc2)CCc2ccccc21 | -1.9 | -0.3 | 2.2 | -4.2 | 0.9 | 6.4 | -4.1 | . | 4.3
O=C(CN1C(=O)c2cccc3cccc1c23)NCc1ccncc1 | 18.4 | 3.2 | -0.1 | 9.5 | -2.2 | 5.9 | -2.8 | 0.2 | -4.2
O=C(O)CC(NCc1ccco1)C(=O)OCC1CCCO1 (stereo not given) | 2.9 | -5.3 | -2.0 | 0.9 | -4.8 | -6.2 | -3.3 | -8.3 | -0.5
Cc1ccc(CNC(=O)CN(c2cccc([N+](=O)[O-])c2)S(=O)(=O)c2ccccc2)cc1 | 2.8 | -0.4 | -3.3 | -6.9 | -1.7 | -0.1 | -2.5 | -1.4 | 5.4
COC1=CC(=Cc2c(N)n3nc(CC(=O)N4CCCCC4)sc3nc2=O)C=C(OC)C1=O | 2.6 | -4.4 | -7.0 | -4.9 | 0.2 | 5.9 | 30.7* | 1.9 | -11.8
O=[N+]([O-])c1ccc(OC(F)F)c(/C=N/n2cnnc2)c1 | 0.4 | -1.3 | 4.9 | 7.9 | -0.2 | 8.7 | 1.7 | -6.9 | -0.6
CCSC1=NCCN1S(=O)(=O)c1ccc(F)cc1 | -0.7 | 1.0 | -2.1 | 0.6 | -0.7 | 11.7 | -1.0 | 9.8 | -1.6
Cc1cc(C)cc(-n2c(N)c(C(=O)Nc3c(C)n(C)n(-c4ccccc4)c3=O)c3nc4ccccc4nc32)c1 | 9.5 | -4.6 | 3.9 | 4.9 | -1.4 | -1.9 | -1.9 | 7.7 | 2.7
COc1cc(C(=O)NCC(=O)N/N=C\C(C)=C/c2ccccc2)cc(OC)c1OC | -2.2 | 2.7 | -3.1 | 7.4 | 0.0 | 6.9 | 2.6 | -15.8 | 1.7
O=C(CN(C(=O)c1csnn1)c1ccc(F)cc1)NCc1ccc2c(c1)OCO2 | 0.1 | -1.0 | -6.0 | 0.1 | -5.4 | -8.7 | -1.1 | -8.8 | 1.2
O=C(Cn1cc2c(n1)CCCCC2)NCc1ccccc1 | 1.8 | -0.3 | -2.8 | 0.9 | -2.1 | -0.5 | -0.6 | 2.2 | -8.6
COC(=O)CSc1cnc2ccccc2n1 | 6.6 | -1.3 | 0.3 | -4.8 | 7.9 | 1.9 | -0.6 | -2.4 | -0.1
C=CCn1c(SCc2csc(C)n2)nc2sc3c(c2c1=O)CCCCC3 | -1.7 | 0.4 | 2.0 | 4.5 | -1.1 | 5.9 | -2.9 | -4.8 | 1.4
COc1ccccc1NC(=S)N1CCN(c2ncccn2)CC1 | -3.2 | 1.1 | 0.7 | -7.0 | -0.3 | -11.2 | -1.7 | 7.3 | 0.4
CCN(CC)CCNC(=O)c1c(C)oc2cc(Br)c(OC)cc12 | -0.1 | 0.9 | 0.8 | 3.5 | 1.1 | -4.6 | -1.6 | 0.9 | -3.8
CCCOc1ccc(CNC(=O)CCC(=O)n2ncc3cc(C)ccc32)cc1 | 1.1 | -3.7 | 3.5 | -2.8 | 3.3 | -7.2 | -1.7 | -3.8 | -8.3
CC(C(=O)Nc1nc2ccccc2[nH]1)N1C(=O)C2CC=CCC2C1=O (stereo not given) | 12.3 | 1.8 | 0.8 | -1.0 | -4.5 | 6.7 | -6.3 | -2.5 | -3.8
Cc1ccc(S(=O)(=O)CCC(=O)OCC(=O)NC(N)=O)cc1 | -0.2 | 1.6 | -2.9 | 2.4 | -44.6 | -4.2 | 2.5 | 0.6 | -2.0
COC(=O)c1ccc(NCN2C(=O)C3C4CCC(C4)C3C2=O)cc1 (stereo not given) | 2.2 | 0.9 | -1.4 | 4.5 | -0.7 | -8.0 | -2.8 | -3.3 | 10.7
Cc1ccc(S(=O)(=O)NCCC(=O)Nc2ccc(C)cc2C(=O)c2ccccc2)cc1 | -0.1 | -1.1 | 2.9 | 4.0 | 2.8 | 8.2 | -0.2 | 14.2 | 7.1
COc1ccc(Nc2oc(-c3cccs3)nc2C#N)cc1 | -13.6 | 2.2 | -4.3 | 16.2 | 2.3 | 52.9* | 1.6 | 7.3 | 3.5
O=[N+]([O-])/C(=C\Nc1ccc(F)cc1F)S(=O)(=O)c1ccccc1 | -1.5 | 0.2 | -0.9 | -4.2 | -2.2 | 4.2 | -4.6 | 5.8 | -11.9
Cc1[nH]nc(SCC(=O)N2CCC(C)CC2)c1[N+](=O)[O-] | 9.6 | 0.1 | 0.1 | -3.8 | -2.2 | 2.9 | -0.1 | 1.1 | -2.7
COCCn1c(SCC(=O)N2CCC(C)CC2)nc2c([nH]c3ccccc32)c1=O | 18.6 | 4.2 | 1.8 | -6.7 | 0.9 | -3.7 | -0.4 | 0.7 | 7.2
CN1CCN(C(=O)C2C3C=CC(C3)C2C(=O)O)CC1 (stereo not given) | -1.2 | -1.9 | -2.5 | 5.4 | 5.3 | -2.7 | -3.0 | 0.9 | -2.2
O=C1COc2ccc(C(=O)COc3ccc([N+](=O)[O-])cc3)cc2N1 | -0.2 | -1.8 | -0.5 | 7.5 | -2.9 | -4.4 | 1.1 | -4.1 | 4.8
COc1ccc(-c2c(NC(=O)CC(C)C)n(C)c3ccccc3c2=O)cc1OC | -0.2 | -0.6 | -0.2 | 8.5 | 1.0 | 2.5 | -5.0 | -3.3 | -1.3
Cc1ccc(S(=O)(=O)n2cc(-c3ccccc3)c3ccccc32)cc1 | 1.2 | 4.1 | -1.5 | -0.4 | . | 9.8 | . | 3.1 | .
O=C(CC1SC(N2CCCC2)=NC1=O)Nc1ccc(C(=O)NCCc2ccc(F)cc2)cc1 (stereo not given) | 1.2 | -1.8 | 4.0 | 9.1 | -0.5 | 3.3 | 4.0 | 1.4 | 2.8

Structures listed above printed as active in TPT1 inh.
SMILES	AHR act	PP5 inh	proCasp3 act	TPT1 inh	PAFAH2 inh	core dimer inh
COC1=CC(=Cc2c(N)n3nc(CC(=O)N4CCCCC4)sc3nc2=O)C=C(OC)C1=O	2.6	-4.4	-4.9	30.7*	1.9	-11.8

Given with each value named: entries from further up.
> Cc1ccc(S(=O)(=O)NCCC(=O)Nc2ccc(C)cc2C(=O)c2ccccc2)cc1
  AHR act: -0.1
  PP5 inh: -1.1
  PP1 counter: 2.9
  proCasp3 act: 4.0
  Fh CTSL1 inh: 2.8
  proCasp7 act: 8.2
  TPT1 inh: -0.2
  PAFAH2 inh: 14.2
  core dimer inh: 7.1

> COc1ccc(Nc2oc(-c3cccs3)nc2C#N)cc1
  AHR act: -13.6
  PP5 inh: 2.2
  PP1 counter: -4.3
  proCasp3 act: 16.2
  Fh CTSL1 inh: 2.3
  proCasp7 act: 52.9*
  TPT1 inh: 1.6
  PAFAH2 inh: 7.3
  core dimer inh: 3.5
